TCR act: activators of T cell receptors. primary human leukocytes, anti-CD3, IL-2 HTRF, 48 h. Potency, µM (highest dose often 9.22 µM), without a hit: top-dose activation of IL-2 secretion, actives largely listed as activators. 330,000 tested, under 10 active. AID 504894; note: % of control where 0% means no effect
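1) Mix primary human leukocytes, a-CD3 beads and compound. 2) Incubate 48 hr. 3) Add HTRF IL-2 reagents (a-IL-2-K, a-IL-2-d2).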
Mito fusion act: inhibitors of mitochondrial division or activators of mitochondrial fusion; AID 485298; S. cerevisiae fusion-defective mutant growth rescue, CellTiterGlo 48 h; 320,000 tested, 0.23% active; Potency, µM (series often up to 46.1 µM), for the others: at the top dose growth rescue (activation), most hits filed as activators;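 note: potency is the fitted concentration of half-maximal effect; % of control where 0% means no effect; nearly all actives have a fitted effect of over 45% in size; temperature-sensitive fusion mutants such as fzo1-1 at 37 °C on non-fermentable ethanol glycerol medium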
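Read-out: ATP-based luminescence (CellTiterGlo, 10 min ambient) reporting growth of fusion-defective ts yeast after 48 hours at 37C on glycerol/ethanol YPEG medium in the presence of compound.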
A-T KAP1 phos: potential ataxia-telangiectasia treatment; […] A-T fibroblasts, KAP-1 phosphorylation AlphaLISA; neocarzinostatin DNA damage 30 min before lysis; Potency, µM (series often up to 57.5 µM), inactives show at the highest dose activation, hits mostly activators; 320,000 tested, 0.19% active; AID 485349; note: potency is the fitted concentration of half-maximal effect; % of control where 0% means no effect; nearly all actives have a fitted effect of over 45% in size
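hTERT-immortalized A-T patient fibroblasts ([…]), 500 cells/well in OPTI-MEM, 1% FBS, got compounds for 60 min, then NCS for 30 min at 37C. Lysates were then assayed for phospho-KAP-1 by AlphaLISA (anti-pKAP1 donor, anti-KAP1 acceptor beads), 6 hr at 25C.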
hERG WT inh: blocks the wildtype human KCNH2 potassium channel; Q12809; 340,000 tested, 0.37% active; U2OS, BacMam KCNH2, thallium flux FluxOr; hits give low values; activity change, % at 1.84 µM;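 active = maximum activity change below -70%; inconclusive = maximum activity change between -70% and -50%; inactive = maximum activity change above -50%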; note: % is set by controls: 0 for no effect and ±100 for the full control effect
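U2OS cells were transduced with wild-type KCNH2 virus (2.03 x 10^8 / mL) for 4 h at room temperature, then cultured overnight at 37 C. Thallium flux was read with FluxOr dye. Rate constants were normalized to DMSO controls.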
Eya2 inh: inhibitors of human Eya2 phosphatase activity | recombinant Eya2, OMFP fluorescence dephosphorylation (OMFP is methylfluorescein phosphate) | Potency, µM (top dose mostly 76.9 µM), for the others: at the highest dose activity, negative = inhibition, actives largely listed as inhibitors | 330,000 tested, 0.006% active | AID 488837; note: potency is the fitted concentration of half-maximal effect; % is set by controls: 0 for no effect and ±100 for the full control effect
Target sequence (O00167 whole entry, looked up): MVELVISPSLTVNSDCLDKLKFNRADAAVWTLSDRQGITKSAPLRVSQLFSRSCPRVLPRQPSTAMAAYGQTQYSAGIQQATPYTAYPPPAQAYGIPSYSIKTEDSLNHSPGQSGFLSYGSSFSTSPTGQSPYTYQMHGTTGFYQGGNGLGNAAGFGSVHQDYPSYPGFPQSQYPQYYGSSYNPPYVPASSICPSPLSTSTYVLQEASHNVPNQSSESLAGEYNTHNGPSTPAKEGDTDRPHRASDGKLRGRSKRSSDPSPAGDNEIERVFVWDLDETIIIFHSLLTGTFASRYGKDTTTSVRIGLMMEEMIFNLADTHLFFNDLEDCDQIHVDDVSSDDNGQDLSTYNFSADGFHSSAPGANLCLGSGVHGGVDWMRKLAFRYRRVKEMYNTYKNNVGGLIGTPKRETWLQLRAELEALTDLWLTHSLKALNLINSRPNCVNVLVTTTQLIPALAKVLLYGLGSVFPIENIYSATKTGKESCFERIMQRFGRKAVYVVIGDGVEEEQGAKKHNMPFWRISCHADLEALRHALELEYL
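Eya2 (0.2 uM) preincubated 10 min at ambient with compound, then OMFP substrate added at 50 uM; 10 min reaction in 50 mM HEPES pH 7.5, 50 mM NaCl, 5 uM MgCl2, 0.05% BSA, 1 mM DTT. Fluorescence read at Ex 485/Em 525 nm.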
USP2a block: inhibitors of human ubiquitin-specific protease USP2a | O75604 | USP2 core, Ub-CHOP2 coupled fluorogenic reporter, 485/531 | Potency, µM (titrated, usually from 38.3 µM), for the others: at the top dose activity change, negative = inhibition, hits mostly inhibitors | 330,000 tested, 0.01% active;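 note: potency is the fitted concentration of half-maximal effect; plate controls were DMSO wells for no effect and full inhibition by NEM control for full effect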
Target sequence (O75604 whole entry, looked up): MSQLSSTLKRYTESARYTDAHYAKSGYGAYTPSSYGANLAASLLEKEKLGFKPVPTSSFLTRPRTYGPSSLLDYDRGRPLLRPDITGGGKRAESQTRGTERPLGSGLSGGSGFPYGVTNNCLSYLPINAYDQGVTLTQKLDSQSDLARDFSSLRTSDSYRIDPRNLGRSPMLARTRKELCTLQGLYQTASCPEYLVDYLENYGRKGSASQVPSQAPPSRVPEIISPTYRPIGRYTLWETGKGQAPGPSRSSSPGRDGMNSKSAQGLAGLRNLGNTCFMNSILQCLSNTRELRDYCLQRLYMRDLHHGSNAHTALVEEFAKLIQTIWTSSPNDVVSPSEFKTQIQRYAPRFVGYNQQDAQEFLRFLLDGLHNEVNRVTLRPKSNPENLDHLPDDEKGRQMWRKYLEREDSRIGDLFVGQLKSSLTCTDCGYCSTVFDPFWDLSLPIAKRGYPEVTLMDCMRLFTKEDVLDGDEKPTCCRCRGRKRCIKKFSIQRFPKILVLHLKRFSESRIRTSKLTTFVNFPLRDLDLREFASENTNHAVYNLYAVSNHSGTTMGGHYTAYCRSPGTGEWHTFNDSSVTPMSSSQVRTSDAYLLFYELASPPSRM
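USP2 core (10nM final) preincubated 30min RT with compound in 20mM Tris-HCl pH 8.0, 2mM CaCl2, 2mM beta-mercaptoethanol, 0.05% CHAPS; 25nM Ub-CHOP2 plus 25nM reporter substrate added, fluorescence (Ex485/Em531) read after 60min.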
TRPV1 agonist: agonists of human vanilloid receptor 1 (TRPV1). Q8NER1. TRPV1-expressing cells, Fluo-8 calcium influx, agonist mode. 320,000 tested, 0.19% active. activation, % at 8.33 µM; in the data active = activation above about 80%; inconclusive = between about 30% and that limit; note: 0% is about no effect
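Cells expressing TRPV1 were dye-loaded with Fluo-8 and read kinetically: 10 s baseline, 3 min after compound (agonist portion), then 2 min after EC20 capsaicin (allosteric enhancer portion). Calcium-bound dye fluorescence at 480/520 nm.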
KCNH2 3.1 block: inhibitors of human KCNH2 3.1 potassium channel isoform. U2OS KCNH2 3.1, thallium flux FluxOr; hits give low values. activity change, % (tested at about 1.8 µM). 340,000 tested, 0.95% active;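 active = maximum activity change below -70%; inconclusive = maximum activity change from -70% to -50%; inactive = maximum activity change above -50%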;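 note: thallium influx rate constant from kinetic fluorescence after stimulation buffer; % is set by controls: 0 for no effect and ±100 for the full control effect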
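U2OS cells transduced with KCNH2 3.1 mutant virus (1.77 x 10^8 /mL, 4 h), plated overnight at 37 C, loaded 45 min with FluxOr dye plus Red40 quencher. Thallium flux rate constant from kinetic reads after stimulation buffer, normalised to controls.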
TSHR antagonist: blocks TSH signaling through the human TSH receptor; 330,000 tested, 0.2% active; P16473; TSHR-expressing cells, TSH-stimulated cAMP HTRF, 2 h; hits give low values; activity change, negative = inhibition, % at 11.5 µM;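 active = activity change below a set negative limit, meaning inhibition stronger than a set level, cut at about -70% in these data; inconclusive = activity change between two set negative limits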; note: % is set by controls: 0 for no effect and ±100 for the full control effect
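Competitive HTRF cAMP read-out (cryptate anti-cAMP antibody, cAMP-d2; 30 min, room temperature) in freshly harvested TSHR cells. Compounds added before TSH at EC80 (4nM final), followed by 2 hours' incubation at 37 deg C.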
ELG1 DNA repair: inhibitors of ELG1-dependent DNA repair in HEK293T cells. HEK293T ELG1-luciferase reporter, luminescence, 16 h; DNA damage induced by 5-fluorouridine. Potency, µM (top dose mostly 46.1 µM), for inactives: top-dose activity change, negative = inhibition, hits mostly inhibitors. 330,000 tested, 2.3% active; note: potency is the fitted concentration of half-maximal effect; % is set by controls: 0 for no effect and ±100 for the full control effect; nearly all actives have a fitted effect of over 55% in size
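Luminescence from the luciferase reporter, measured 30 min after ONE-Glo reagent at room temperature, was the read-out. Beforehand, 2,000 cells per well were exposed for 16 hr at 37 °C to 5-fluorouridine together with compound or vehicle.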
Starred values were filed as active, the others as inactive; u = inconclusive; x = no result given; [ ] = remark or other dose. Unless noted, calls come from the whole dose curve; as a rule, active = well fitted curve in the direction sought with a large enough effect; inconclusive = small, poorly fitted or top-dose-only effect, or another doubt; inactive = no such curve, though single readings can be large; an effect the other way counts as inactive or inconclusive. An excerpt; the hit share may differ from the screen's.

SMILES	TCR act	Mito fusion act	A-T KAP1 phos	hERG WT inh	Eya2 inh	USP2a block	TRPV1 agonist	KCNH2 3.1 block	TSHR antagonist	ELG1 DNA repair
C=CCn1c(C)cc(C(=O)COc2ncnc3sccc23)c1C	4%	2%	-3%	4	7%	0%	1	7	8	u
CNC(=S)N(CCc1c(C)[nH]c2ccc(C)cc12)Cc1ccco1	2%	3%	16%	-3	-4%	4%	-5	18	-4	-2%
C/C(=N\Nc1nc2ccccc2s1)c1cccs1	-3%[46.1 µM]	20%	x	7	-10%	-7%	20	x	10	u
COc1cccc(NC(=O)CN(C)C(=O)CCSc2ccc(C)cc2)c1	-6%	0%	0%	-3	1%	-1%	u	17	-7	-9%
O=c1nc(-c2ccccc2)cc(-c2ccccc2)[nH]1	1%	-1%	4%	-5	-6%	0%	-3	19	-6	1%
COc1cccc(/C=C2\SC(=O)N(CC(=O)NC3C=CS(=O)(=O)C3)C2=O)c1 (centres undefined)	-11%	17%	0%	-10	-3%	1%	1	14	-1	u
COc1ccc(OC)c(C2NC(=S)NC(C)=C2C(=O)Nc2ccccn2)c1 (centres undefined)	-5%	0%	0%	9	9%	0%	-3	21	8	8%
O=C(CSc1ncccn1)N/N=C/c1cccc(OC2CSC2)c1	-3%	17%	-4%	3	u	4%	2	14	7	-5%
O=C(Cn1nc(Cc2cccnc2)c2ccccc2c1=O)Nc1cccnc1Cl	1%	-7%	3%	-1	-1%	1%	-5	21	-1	17%
CCc1[nH]nc2c1C(c1ccc(C)o1)C(C#N)=C(N)O2 (centres undefined)	3%	4%	1%	-10	-2%	1%	1	11	38	5%
COc1ccc(C(=O)CSc2nnc(CC(=O)Nc3ccccc3OC)n2C)cc1	9%	4%	5%	3	-5%	-2%	1	11	3	-3%
COc1ccccc1N1CCN(C(=O)c2cccc(N3C(=O)NC4CC3(C)Oc3ccccc34)c2)CC1 (centres undefined)	2%	-1%	1%	-1	-16%	-8%	1	7	-1	-22%
CCCn1c(=O)c2[nH]cnc2n(-c2ccccc2C)c1=O	-5%	-3%	2%	-5	-3%	-1%	0	3	-3	-1%
COc1ccc(CCNC(=O)CSc2ccc(-c3ccncc3)nn2)cc1	11%	1%	-3%	-16	-2%	8%	-2	4	7	-1%
CC1(C)Oc2cc(N)c([N+](=O)[O-])cc2O1	3%	-7%	-1%	0	0%	3%	1	0	-16	u
COc1ccc(C(=O)N2CCN(C3CCCCC3)CC2)cc1OC	2%	-1%	2%	-11	4%	1%	1	-75*	-6	-1%
Cc1ccccc1N/N=C/c1c(C)nc2ccccn12	7%	-44%[inhibitor]	-6%	2	-12%	5%	22	-7	-6	2%
Cc1ccnc(NS(=O)(=O)c2cc([N+](=O)[O-])ccc2C)c1	8%	-8%	2%	-12	14%	0%	5	-26	-8	-16%
CCNC(=O)N1C(CC(=O)OCC)C(=O)NC2CCCCC21 (centres undefined)	-7%	-2%	4%	-1	0%	-1%	-4	1	3	2%
Cc1ccccc1NC(=O)Cc1nc(COC(=O)CNS(=O)(=O)c2cccc(Br)c2)cs1	9%	-3%	0%	14	-2%	0%	-1	0	0	17%
COc1ccccc1N(C(C)=O)C1SC(=O)N(c2ccccc2)C1=O (centres undefined)	x	1%	14%	-9	-8%	7%	-1	-1	4	1%
COC(=O)c1cc(S(=O)(=O)Nc2cccc(OC)c2)cn1C	-4%	-1%	0%	-1	-6%	1%	1	-6	6	u
Cc1ccc(C)c(S(=O)(=O)N2CCN(C(=O)c3cnccn3)CC2)c1	2%	0%	0%	-10	15%	-2%	-6	4	5	-2%
COc1cc2c(cc1OC)[C@H](C)N(C(=O)COc1ccccc1)CC2	4%	4%	16%	-6	2%	4%	-3	-14	-2	u
Cc1ccccc1OCC(=O)OCC(=O)NC1CC1	-2%	1%	-4%	1	-15%	2%	2	3	3	17%

(more compounds)
SMILES	TCR act	Mito fusion act	A-T KAP1 phos	hERG WT inh	Eya2 inh	USP2a block	TRPV1 agonist	KCNH2 3.1 block	TSHR antagonist	ELG1 DNA repair
CCOc1ccc(S(=O)(=O)N(CC(=O)N2CCC(C(N)=O)CC2)c2ccc(F)cc2)cc1	4%	-2%	17%	4	5%	2%	1	-5	7	14%
O=C1Nc2cc(C(=O)NCC3CCCO3)ccc2S/C1=C/c1ccccc1F (centres undefined)	-2%	15%	8%	-5	-1%	3%	0	-5	-20	-1%
Cc1cc(C)cc(Nc2cnn(C34CC5CC(CC(CC(=O)O)(C5)C3)C4)c(=O)c2Cl)c1	2%	1%	-2%	10	12%	-7%	1	-3	2	-2%
Cc1cccc(C(=O)NNC(=O)C2CC2)c1	-6%	0%	5%	4	2%	0%	0	-2	1	-2%
CN(Cc1nc2ccccc2n1C)S(=O)(=O)c1ccc(F)cc1	0%	17%	4%	0	11%	0%	21	-3	0	18%
CC(=O)c1ccc(OCc2cc(C(=O)N3CCN4CCCC4C3)no2)cc1 (centres undefined)	-1%	-3%	10%	-5	-18%	0%	2	2	-5	-4%
CCOC(=O)/C(C#N)=C/Nc1ccsc1C(C)=O	4%	-2%	3%	5	9%	3%	5	-7	-4	u
COc1ccc(-n2c(=S)[nH]c3cc(C(=O)NCc4ccc(F)cc4)ccc3c2=O)c(OC)c1	1%	-1%	-5%	-3	22%	u	3	6	0	-9%
COc1ccc(NC(=O)C(=O)c2cn(CC(=O)N3CCCC3)c3ccccc23)cc1OC	1%	-3%	1%	-2	4%	-1%	2	11	-9	-21%
COc1cccc(CN2CC(C(=O)N(C)CC3CCOCC3)CCC2=O)c1 (centres undefined)	-1%	7%	-3%	-8	0%	1%	-2	-17	25	29%
CCn1ccc(C(=O)Nc2ccc(N(C)C(C)=O)cc2)n1	-1%	2%	-6%	8	8%	0%	3	-10	-1	u
O=C(Nc1ccc(F)cc1)C(=O)c1cn(CC(=O)N2CCOCC2)c2ccccc12	5%	0%	-2%	-5	-3%	2%	1	-15	-16	17%
CC(Oc1ccccc1)C(=O)N(CCC1=CCCCC1)c1c(N)n(Cc2ccccc2)c(=O)[nH]c1=O (centres undefined)	1%	-1%	8%	-3	-11%	-1%	3	x	-2	-27%
O=C(COC(=O)CNC(=O)c1ccccc1Cl)NC1CCCC1	-2%[46.1 µM]	x	6%	4	-11%	5%	x	-11	-14	8%
COc1ccc(CCCC(=O)N/N=C/c2ccccc2OC)cc1	6%	-24%	2%	-1	-10%	2%	2	0	-14	-4%
C=CCn1c(C)cc(C(=O)COC(=O)COc2ccccc2C#N)c1C	3%	-20%	-3%	4	-36%	-1%	2	-3	-1	u
CC(C)n1cnc2c(Nc3cccc(Cl)c3)nc(N(CCO)CCCO)nc21	0%	-6%	32µM*	7	-5%	15%	24	-4	-20	u
Cc1cc(/C=N/NC(=O)c2ccsc2)c(C)n1-c1cnccn1	-2%	-2%	2%	-6	7%	3%	3	5	5	u
CN(C)S(=O)(=O)c1ccc(Cl)c(NC(=O)COC(=O)CCC(=O)c2cccs2)c1	4%	-1%	3%	2	11%	11%	x	9	14	-16%
Cc1cccc(NC(=S)N(CCCN(C)C)Cc2cc3cc4c(cc3[nH]c2=O)OCO4)c1	-1%	-1%	-2%	5	-22%	12%	-2	7	-2	u
O=c1ccccn1Cc1ccccc1F	0%	-6%	3%	2	5%	-1%	4	5	4	4%
CCOC(=O)CSc1nnc(CSc2nc3ccccc3c(=O)[nH]2)n1-c1ccccc1	0%	3%	-21%	-10	8%	1%	-2	0	28	7%
Cc1cc(N2CCN(c3ccc(F)cc3)CC2)nc(-c2ccccc2)n1	-5%[46.1 µM]	20%	1%	-16	-11%	-8%	11	u	-23	u
CCOc1ccccc1C(=O)Nc1cc(OC)ccc1OC	8%	3%	u	-2	-23%	-1%	7	-14	-1	u
COc1cccc(N2CCN(c3ccc([N+](=O)[O-])cn3)CC2)c1	0%	3%	-13%	5	3%	1%	2	-8	-2	-13%
CC(=O)Nc1ccc(S(=O)(=O)Nc2nc3c(s2)CCCC3)cc1	0%	-1%	-15%	4	5%	1%	3	-16	3	u
O=C(Nc1ccc(Br)cc1)c1cc(-c2ccncc2)nc2ccccc12	3%	x	2%	-3	-15%	-8%	x	-4	-11	u
O=c1cc(NCc2ccc3c(c2)OCO3)[nH]c(=O)n1-c1ccc(Cl)cc1	-4%	18%	x	3	-2%	2%	-17	6	-14	u

Another view of part of the listing above.
Value order – TCR act	Mito fusion act	A-T KAP1 phos	hERG WT inh	Eya2 inh	USP2a block	TRPV1 agonist	KCNH2 3.1 block	TSHR antagonist	ELG1 DNA repair
CC(=O)c1ccc(OCc2cc(C(=O)N3CCN4CCCC4C3)no2)cc1 (centres undefined)
  -1%	-3%	10%	-5	-18%	0%	2	2	-5	-4%
O=C1Nc2cc(C(=O)NCC3CCCO3)ccc2S/C1=C/c1ccccc1F (centres undefined)
  -2%	15%	8%	-5	-1%	3%	0	-5	-20	-1%

Bioassay records: PubChem BioAssay, National Center for Advancing Translational Sciences (NCATS)
